Compound activity as filed in PubChem.
M1 PAM parental: counter-screen for M1 PAMs: effect in parental CHO-K1 cells; ATP EC20, Fluo-8 calcium fluorescence; 0% at ATP EC20, 100% at ATP max; activation, % at 3 µM; 360,000 tested, 0.02% active; AID 602247;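 active = activation above the run cutoff, the mean activation of all test compounds plus 3 SD, cut at about 40% in these data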;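 also: peak over basal fluorescence ratio in a 140 s read after ATP addition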
CHRM5 PAM: positive allosteric modulators of human muscarinic M5 receptor; CHO-K1 hM5, Fluo-8 calcium, ACh EC20 PAM; 0% = ACh EC20, 100% = ACh EC100; activation, % at 3 µM; 360,000 tested, 0.3% active; AID 624038;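 active = activation above the run cutoff, the mean activation of all test compounds plus 3 SD, cut at about 18% in these data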
Target sequence (P08912 whole entry, looked up): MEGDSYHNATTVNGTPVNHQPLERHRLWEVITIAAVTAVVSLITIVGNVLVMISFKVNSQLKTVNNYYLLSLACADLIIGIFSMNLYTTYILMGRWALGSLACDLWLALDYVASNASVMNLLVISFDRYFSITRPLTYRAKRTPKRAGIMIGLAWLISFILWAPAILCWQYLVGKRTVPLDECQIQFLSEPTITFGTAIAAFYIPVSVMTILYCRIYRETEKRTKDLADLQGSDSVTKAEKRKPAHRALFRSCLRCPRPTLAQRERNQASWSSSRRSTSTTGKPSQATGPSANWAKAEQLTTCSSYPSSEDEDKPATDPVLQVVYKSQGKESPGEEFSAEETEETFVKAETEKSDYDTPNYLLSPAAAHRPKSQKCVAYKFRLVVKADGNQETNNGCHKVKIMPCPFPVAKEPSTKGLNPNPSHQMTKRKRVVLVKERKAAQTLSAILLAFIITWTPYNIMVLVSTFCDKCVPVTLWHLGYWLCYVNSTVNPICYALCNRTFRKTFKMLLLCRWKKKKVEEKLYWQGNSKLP
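Replicates: One well per compound, no replicates | System: Human M5 receptor in CHO-K1 cells | Benchmarks: Low control EC20 acetylcholine (0%), high control EC100 acetylcholine (100%) | Probe or stimulus: Acetylcholine, EC20 level | Times: Fluo-8 loading 80 min at 37 °C plus 30 min room temperature | Signal: Intracellular calcium via Fluo-8 fluorescence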
M4 PAM: CHRM4 positive allosteric modulation | P08173 | activation, % at 3 µM | 360,000 tested, 0.4% active | AID 624126 | CHO-K1 hM4/Gqi5, Fluo-8 calcium fluorescence, ACh EC20; 0% = ACh EC20, 100% = maximal ACh;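 active = activation above its plate's cutoff, the mean activation of sample wells plus 3 SD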; also: some results filed as inactive read as strong as hits
Target sequence (P08173 whole entry, looked up): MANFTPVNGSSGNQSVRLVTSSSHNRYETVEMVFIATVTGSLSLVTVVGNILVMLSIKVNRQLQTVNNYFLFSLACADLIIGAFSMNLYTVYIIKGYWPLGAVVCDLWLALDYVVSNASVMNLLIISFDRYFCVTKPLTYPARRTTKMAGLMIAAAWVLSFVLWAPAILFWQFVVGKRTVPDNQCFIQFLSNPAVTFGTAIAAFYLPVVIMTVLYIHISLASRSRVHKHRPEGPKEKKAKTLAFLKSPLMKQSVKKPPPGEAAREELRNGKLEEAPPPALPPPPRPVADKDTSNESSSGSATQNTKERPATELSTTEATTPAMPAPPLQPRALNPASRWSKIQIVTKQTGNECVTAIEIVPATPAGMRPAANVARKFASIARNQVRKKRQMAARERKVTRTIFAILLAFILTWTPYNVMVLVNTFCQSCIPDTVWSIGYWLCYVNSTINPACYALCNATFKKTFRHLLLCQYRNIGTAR
CHRM5 agonist: agonists of human muscarinic M5 receptor (CHRM5); P08912; CHO-K1 hM5 cells, Fluo-8 calcium fluorescence; 0% DMSO wells, 100% maximal acetylcholine response; activation, % at 3 µM; 360,000 tested, 0.19% active;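 active = activation above the run's mean over test compounds plus 3 SD, cut at about 23% in these data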;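 also: signal is peak over basal fluorescence ratio across the kinetic read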
M4 antag: blocks acetylcholine activation of human M4 receptor. P08173. CHO-hM4 cells, ACh EC80, Fluo-8 calcium fluorescence. inhibition, % at 3 µM. 360,000 tested, 0.73% active;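 active = inhibition above its plate's cutoff, the mean inhibition of sample wells plus 3 SD, cut at about 27% in these data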;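 also: 0% = acetylcholine EC80 with DMSO and 100% = DMSO without agonist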
M5 antag: CHRM5 antagonism in calcium assay; inhibition, % at 3 µM; CHO-hM5 cells, Fluo-8 calcium fluorescence, ACh EC80; AID 624040; 360,000 tested, 0.59% active;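 active = inhibition above a per-plate cutoff, the mean of that plate's test compounds plus 3 SD, cut at about 27% in these data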;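 also: 0% = acetylcholine EC80 with DMSO and 100% = DMSO without agonist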
CHO-K1 Ca ag: counter-screen for M1 agonists: effect in parental CHO-K1 cells; Fluo-8 calcium fluorescence; scaled to maximal ATP response, vehicle zero; 360,000 tested, 0.48% active; activation, % at 3 µM; in the data active = activation above about 15%;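 also: untransfected CHO-K1 host cells lacking M1 receptor as counterscreen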
CHO-K1 Ca antag: M1 antagonist counterscreen hit in parental CHO-K1 cells; ATP-induced calcium, Fluo-8 fluorescence; inhibition, % at 3 µM; 360,000 tested, 0.6% active; AID 602250;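 active = inhibition above a per-plate cutoff, the plate's mean sample inhibition plus 3 SD, cut at about 24% in these data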;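 also: 0% = DMSO plus EC80 ATP and 100% = DMSO alone without ATP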
M4 ag: CHRM4 agonism in calcium assay. P08173. CHO-K1 hM4/Gqi5, Fluo-8 calcium fluorescence; vehicle 0%, full acetylcholine response 100%. activation, % at 3 µM. 360,000 tested, 0.14% active;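 active = activation above the run mean over all test wells plus 3 SD, cut at about 32% in these data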;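 also: peak over basal fluorescence ratio per well then scaled between controls; 0% = DMSO wells and 100% = acetylcholine at EC100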
Active calls of the source: *; / = no result given.

SMILES | M1 PAM parental | CHRM5 PAM | M4 PAM | CHRM5 agonist | M4 antag | M5 antag | CHO-K1 Ca ag | CHO-K1 Ca antag | M4 ag
COc1ccc(OC)c(N2Cc3cc(C)c(C)cc3C2)c1 | 6 | 3 | 1 | 4 | 5 | -5 | -0.2 | -9 | 2
Cc1[nH]c(=O)c(C#N)c(C)c1Br | -9 | -1 | 1 | 2 | -3 | -1 | 0.1 | 2 | 0
CO[C@@H]1CN(C)C(=O)c2cc(NC(=O)NC3CCCCC3)ccc2OC[C@@H](C)N(CCc2ccccc2)C[C@@H]1C | / | -2 | -1 | -6 | -12 | 9 | / | / | 1
COc1ccc(-n2c(Cc3cc(=O)[nH]c(=O)[nH]3)nnc2SCC(=O)N2CCCC2)cc1 | -8 | -2 | 2 | 1 | 3 | -2 | 0.0 | 8 | 0
Cn1cnc2cc(NC(=O)c3cccs3)ccc21 | 6 | 1 | 10 | 3 | -14 | -1 | 0.3 | -11 | 1
O=C(COc1ccc(S(=O)(=O)N2CCCC2)cc1)NCc1ccccn1 | 20 | 4 | 3 | -3 | 1 | 2 | 10 | -5 | 1
COc1cccc(-c2nc(CS(=O)(=O)CC(=O)Nc3cccc(C)c3C)c(C)o2)c1 | -3 | 2 | 3 | 0 | -1 | 0 | -0.4 | 11 | 0
COc1cc2c(cc1NC(=O)c1ccc(C)c([N+](=O)[O-])c1)oc1ccccc12 | 5 | -2 | 16 | -1 | -8 | 7 | -0.1 | -3 | 1
CCCCn1c(SCC(=O)N2CC(C)CC(C)C2)nc2cc(S(N)(=O)=O)ccc21 (centres undefined) | -14 | -8 | -4 | -2 | 5 | 5 | 0.2 | 4 | 1
COc1ccc(N2C(=O)CC(NNC(=O)c3ccco3)C2=O)cc1 (centres undefined) | -17 | 3 | 0 | 2 | -5 | 0 | -0.3 | 2 | 1
COc1ccccc1NC(=O)Cc1nnc(SCC(=O)c2ccc(F)cc2)n1C | 19 | -5 | 4 | -1 | -19 | 11 | 0.6 | -12 | 3
COc1ccc(C(=O)NC(C)c2nc3ccccc3n2C)cc1OC (centres undefined) | 15 | -2 | 4 | 1 | -4 | -2 | 0.1 | -8 | 1
CC(C)CCN1CCN(Cc2cccn2-c2ccc(Cl)cn2)CC1CCO (centres undefined) | -11 | 8 | -2 | -3 | 4 | -17 | 0.1 | 4 | 0
NS(=O)(=O)c1ccc(N2N=C(c3ccccc3)CC2c2ccccc2Br)cc1 (centres undefined) | 11 | -1 | -2 | 3 | 0 | 1 | 0.7 | -4 | -1
Cn1cccc1C(=O)NC(=O)COC(=O)c1cc([N+](=O)[O-])ccc1Cl | 9 | -7 | -10 | -6 | 0 | 17 | 4.2 | -7 | 6
COc1cccc2cc(C(=O)Nc3cc(Cl)ccc3N3CCOCC3)c(=O)oc12 | -19 | -2 | -8 | -4 | 12 | 18 | -0.3 | 15 | 0
O=C(CNC(=O)c1ccco1)N/N=C/c1ccc(O)cc1O | -9 | 0 | -2 | -1 | -15 | -8 | 0.1 | 0 | 0
COc1ccccc1OCCOCCOc1c(C)cc(C)cc1Br | 22 | 2 | 2 | -7 | -24 | -8 | 0.4 | -15 | -1
O=C(COC(=O)/C=C/c1ccco1)NCc1ccccc1Cl | 17 | 0 | -4 | -3 | 4 | 0 | 0.5 | -7 | 0
COc1cccc(-c2nc(=S)c3c(n2Cc2ccco2)CCCC3)c1 | 20 | -2 | -3 | 1 | 3 | 5 | 0.8 | -14 | -1
Cc1ccc2c(C)c(C(=O)N(C)C(C)c3ccon3)oc2c1C (centres undefined) | 27 | 6 | 3 | -3 | -4 | -2 | 0.8 | -10 | 2
COc1ccc(C2CC(=O)c3cnc(NC(=O)c4cccc(OC)c4)nc3C2)cc1 (centres undefined) | 4 | -2 | 5 | -1 | 5 | -3 | 1.0 | -5 | 1
COc1ccc(CCNC(=O)COc2ncnc3ccccc23)cc1OC | 6 | -4 | -3 | 1 | 4 | 7 | 0.5 | -10 | 0
COC(=O)c1ccc(S(=O)(=O)N(C2CCCCC2)C2CCCCC2)n1C | 6 | -7 | 0 | 0 | -4 | 10 | 0.8 | -7 | 0

Single values from the entries so far.
Result for NS(=O)(=O)c1ccc(N2N=C(c3ccccc3)CC2c2ccccc2Br)cc1 (centres undefined) under M1 PAM parental: 11
Result for Cc1ccc2c(C)c(C(=O)N(C)C(C)c3ccon3)oc2c1C (centres undefined) under CHO-K1 Ca ag: 0.8

Four structures from above, sorted by count of non-hydrogen atoms, descending.
SMILES | M1 PAM parental | CHRM5 PAM | M4 PAM | CHRM5 agonist | M4 antag | M5 antag | CHO-K1 Ca ag | CHO-K1 Ca antag | M4 ag
COC(=O)c1ccc(S(=O)(=O)N(C2CCCCC2)C2CCCCC2)n1C | 6 | -7 | 0 | 0 | -4 | 10 | 0.8 | -7 | 0
Cn1cccc1C(=O)NC(=O)COC(=O)c1cc([N+](=O)[O-])ccc1Cl | 9 | -7 | -10 | -6 | 0 | 17 | 4.2 | -7 | 6
Cc1ccc2c(C)c(C(=O)N(C)C(C)c3ccon3)oc2c1C (centres undefined) | 27 | 6 | 3 | -3 | -4 | -2 | 0.8 | -10 | 2
O=C(CNC(=O)c1ccco1)N/N=C/c1ccc(O)cc1O | -9 | 0 | -2 | -1 | -15 | -8 | 0.1 | 0 | 0

Further entries.
SMILES | M1 PAM parental | CHRM5 PAM | M4 PAM | CHRM5 agonist | M4 antag | M5 antag | CHO-K1 Ca ag | CHO-K1 Ca antag | M4 ag
CS(=O)(=O)c1ccccc1C(=O)NCCC(c1ccccc1)c1ccccc1 | 11 | 2 | -11 | -4 | -4 | 4 | 3.4 | -10 | 3
O=C(NCCS(=O)(=O)N1CCN(c2ccccc2F)CC1)C1CC(=O)N(c2ccccc2)C1 (centres undefined) | 3 | 5 | -1 | -2 | -1 | -2 | 0.3 | -15 | 1
Cn1cc(C(=O)Nc2ccc(F)c(F)c2)cn1 | 14 | 2 | -2 | 1 | -8 | -5 | 0.7 | -7 | 1
COc1ccc(OC(=O)c2cccc(S(=O)(=O)N3CC(C)OC(C)C3)c2)cc1 (centres undefined) | -2 | 0 | -3 | -2 | 7 | 3 | 9.5 | -4 | 6
CC1=C(C(=O)OCc2ccccc2)C(c2ccc([N+](=O)[O-])cc2)NC(=O)N1C (centres undefined) | 11 | -4 | -3 | 0 | -1 | 11 | 0.8 | -9 | 2
O=C(COC(=O)C1CCC(N2C(=O)C3C4CCC(C4)C3C2=O)CC1)c1ccc(F)cc1 (centres undefined) | 0 | -1 | -3 | 0 | 8 | 12 | 3.8 | -3 | 4
COc1ccc(OC2C(=O)N(c3cc(C)ccc3C)C2c2ccc(OC)c(OC)c2)cc1 (centres undefined) | 20 | 3 | -1 | -1 | -1 | 6 | 0.1 | -12 | 1
CCC(C)NC(=O)CN(c1ccc(Cl)c(Cl)c1)S(C)(=O)=O (centres undefined) | 24 | -1 | -5 | -3 | 20 | 1 | 1.9 | -5 | 2
COc1ccc(-c2cc(C(F)(F)F)nc(NCc3cccnc3)n2)cc1 | 24 | -1 | 3 | -3 | 3 | 3 | -0.1 | -14 | -3
CC(CCc1ccccc1)NC(=O)CN(C)Cc1ccccc1F (centres undefined) | -3 | 8 | -5 | -1 | -4 | -1 | 0.9 | -17 | 0
c1ccc(COc2ccc(OCCn3cncn3)cc2)cc1 | 17 | -4 | 2 | -5 | -6 | -2 | 2.5 | -6 | 3
COc1ccc(S(=O)(=O)N(C)C)cc1NC(=O)c1ccc(OCC2CCCO2)cc1 (centres undefined) | 17 | -5 | 0 | 1 | 0 | 7 | 1.2 | -11 | 2
CCCOC(=O)C[N+](C)(C)CCOC1CC2CCC1(C)C2(C)C (centres undefined) | 12 | -3 | -18 | -21 | -15 | 10 | 0.3 | -7 | 0
CCCCCCn1c2c(c(=N)c3c1CCC3)CCC2 | 12 | -1 | 9 | -4 | 10 | 8 | 0.4 | -8 | 2
O=C(NN1C(=O)C2C3c4ccccc4C(c4ccccc43)C2C1=O)c1ccccc1 (centres undefined) | -8 | -2 | 9 | -1 | -2 | -5 | -0.4 | 3 | 0
CN(C)C(CNC(=O)C1CCCN1C(=O)c1cccs1)c1ccccc1 (centres undefined) | 13 | 2 | 6 | -2 | -5 | 2 | 0.1 | -4 | 1
Cc1ccc(C(=O)Nc2nc(C)c(C)s2)o1 | 12 | 2 | 11 | -4 | -6 | -2 | 0.5 | -18 | 0
Cc1ccsc1C(=O)N1CCC1(C)C(=O)NS(=O)(=O)c1ccccc1 (centres undefined) | -18 | 6 | 5 | 4 | -6 | 13 | 0.1 | 3 | 1
Cc1ccc(NC(=O)c2cnc(SCC(=O)c3ccccc3)n(C)c2=O)cc1 | 8 | -1 | 5 | 2 | -5 | 1 | 0.8 | -11 | 1
O=C(N1CCCCCC1)N1CCN(S(=O)(=O)N2CCOCC2)CC1 | 14 | 0 | 1 | -3 | 8 | -1 | 0.2 | -13 | 0
CCCn1c(=S)[nH]c2cc(C(=O)NCC3CCCO3)ccc2c1=O (centres undefined) | 17 | -5 | -2 | 4 | 7 | 4 | 2.6 | -5 | 4
CC1(C)Cc2ccccc2C(N/N=C/c2cccc(F)c2)=N1 | 19 | -2 | 1 | -2 | -9 | -1 | 0.8 | -5 | 2
Cc1cc(C)n(C(=O)CCCC(=O)n2nc(C)cc2C)n1 | -3 | 17 | 4 | -1 | -19 | 11 | 0.5 | 3 | 1
CC1Oc2cc3oc4c(O)c(O)ccc4c(=O)c3c(O)c2C1(C)C (centres undefined) | 6 | 1 | 12 | 5 | -19 | -4 | 1.2 | 7 | 5
CCc1c(C)n([O-])c2c([n+]1=O)CCC2 | 8 | 3 | 12 | 0 | 3 | -6 | 0.1 | -10 | 1
C=CCNC(=O)c1c(C(F)(F)F)nn(C)c1Cl | 21 | 3 | 7 | -5 | -14 | -18 | 0.1 | -8 | 1
COc1cccc(CNC(=O)CCCc2nnc3n(C)c(=O)c4sccc4n23)c1 | -2 | 0 | -5 | -4 | 6 | 17 | 1.4 | -8 | 2
CCCCSc1nnc(-c2ccccc2N)c(=O)[nH]1 | -16 | -1 | 3 | 2 | 5 | 4 | 1.4 | 2 | 5
Cc1ccc(-c2nnn3c2nc(NC(C)C)c2ccccc23)cc1 | 18 | -2 | 4 | -2 | 2 | 14 | 0.3 | -1 | 1
CCOc1cc(S(=O)(=O)N2CCCCCC2)ccc1F | 12 | -4 | 11 | -5 | 2 | 3 | 0.5 | -19 | 1
O=C(Nc1ccc(F)cc1F)c1csc(-c2cccs2)n1 | 28 | 1 | 7 | -8 | -4 | 9 | 0.0 | -20 | -1
CCCOc1ccc(N2C(=O)CC(N(CCCO)C(=O)CC)C2=O)cc1 (centres undefined) | 9 | -3 | -17 | 1 | 3 | 7 | 3.0 | -4 | 10
Cc1cccc(C(=O)NCCNC(=O)c2cccnc2)c1 | 11 | 1 | 3 | -1 | -25 | 6 | 0.8 | -18 | 0
O=C(Cn1nnc(-c2ccc(Cl)cc2)n1)NC1CCS(=O)(=O)C1 (centres undefined) | 9 | -1 | 1 | 0 | 7 | 6 | 1.0 | -2 | 0
CCSc1nnc(NC(=O)CSc2ncccn2)s1 | 23 | 4 | 6 | 0 | -3 | -2 | 1.3 | -21 | 2
COc1ccccc1-c1c(-c2ccc(OCC(=O)NN)cc2O)n[nH]c1C(F)(F)F | 10 | 3 | 9 | -1 | 6 | 3 | 0.5 | -3 | 2
CC(C)(C)N1CC(COc2ccccc2)OC1=O (centres undefined) | -3 | -1 | -6 | -1 | 9 | -5 | 0.2 | 6 | 0
